# Rab9 promoter act – qHTS Assay for Rab9 Promoter Activators | Huh7 Rab9 promoter-luciferase reporter, luminescence, 24 h | Potency, µM (doses to about 9.22 µM), without a hit: at the top dose activation, negative = inhibition, usual class: activators | 320,000 compounds, 2.8% hits | AID 485297, 2010; note: potency is the fitted concentration of half-maximal effect; % of control where 0% means no effect; nearly all actives have a fitted effect of over 60% in size
#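 Luminescence from Amplite-detected luciferase (10 minutes, ambient) reports Rab9 promoter activation. Before that, stable Rab9-luciferase Huh7 cells (1500/well, reduced-serum OP-MEM I plus 10% FBS) were exposed to compound for 24 hours at 37C.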
# NPC1 promoter act – qHTS Assay for NPC1 Promoter Activators | Huh7 NPC1 promoter luciferase reporter, 24 h | AID 485313, 2010 | Potency, µM (series often up to 9.22 µM), for inactives: top-dose activation, most hits filed as activators | 320,000 compounds, 2.4% hits;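 note: potency is the fitted concentration of half-maximal effect; % of control where 0% means no effect; nearly all actives have a fitted effect of over 60% in size; reporter is driven by a mutant NPC1 promoter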
#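 NPC1 promoter–luciferase Huh7 cells; 24 h compound; luminescence.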
# p53 reactivator – qHTS assay for re-activators of p53 using a Luc reporter | H1299 p53-A138V BP100-luciferase reporter, luminescence, 24 h | Potency, µM (highest dose often 92.2 µM), inactives show top-dose activity change, positive = activation, usual class: activators | 320,000 compounds, 0.063% hits | AID 504706, 2011; note: potency is the fitted concentration of half-maximal effect; % of control where 0% means no effect; nearly all actives have a fitted effect of over 45% in size
#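 p53-null H1299 cells stably carrying temperature-sensitive p53-A138V and a BP100-luciferase reporter were pinned with compounds (4-point, 1:5 series) and held 24 hrs at 37 deg C. Luminescence was read 10 min after detection reagent.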
# Gal4-VP16 FLuc – VP16 counterscreen qHTS for inhibitors of ROR gamma transcriptional activity; Drosophila S2 Gal4-VP16 UAS-luciferase, luminescence, 20 h; Potency, µM (series often up to 53.6 µM), for inactives: at the top dose activity, negative = inhibition, hits mostly inhibitors; 310,000 compounds, 3.5% hits;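 note: Gal4-VP16 expression switched on by copper sulfate through the metallothionein promoter; potency is the fitted concentration of half-maximal effect; % is set by controls: 0 for no effect and ±100 for the full control effect; nearly all actives have a fitted effect of over 50% in size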
# BRCA1 expr act – qHTS Assay to Identify Small Molecule Activators of BRCA1 Expression. 380,000 compounds, 1.1% hits. MCF7-BRCA1-FFLuc reporter, luminescence, 48 h; response scale: scaled: vehicle 0%, 10 µM genistein 100%. Potency, µM (titrated, usually from 46.1 µM), for the others: at the top dose activation, hits mostly activators; note: potency is the fitted concentration of half-maximal effect; nearly all actives have a fitted effect of over 80% in size; some results filed as inactive show a strong effect at the top dose
#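 Luminescence from a BRCA1-driven firefly luciferase in MCF7 cells was read after 48 h compound exposure at 37 C. Data normalized against DMSO and a 10microM genistein activation control, then curve-fitted across the titration.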
# RORgamma inh – qHTS for inhibitors of ROR gamma transcriptional activity. 310,000 compounds, 5.4% hits. Potency, µM (top dose mostly 53.6 µM), without a hit: at the top dose activity change, negative = inhibition, most hits filed as inhibitors. Drosophila S2 Gal4-RORgamma UAS-luciferase reporter, 20 h. Nuclear receptor ROR-gamma (Mus musculus), P51450; note: potency is the fitted concentration of half-maximal effect; % is set by controls: 0 for no effect and ±100 for the full control effect; nearly all actives have a fitted effect of over 60% in size
# Target sequence (P51450 whole entry, looked up, the tested form may be a part): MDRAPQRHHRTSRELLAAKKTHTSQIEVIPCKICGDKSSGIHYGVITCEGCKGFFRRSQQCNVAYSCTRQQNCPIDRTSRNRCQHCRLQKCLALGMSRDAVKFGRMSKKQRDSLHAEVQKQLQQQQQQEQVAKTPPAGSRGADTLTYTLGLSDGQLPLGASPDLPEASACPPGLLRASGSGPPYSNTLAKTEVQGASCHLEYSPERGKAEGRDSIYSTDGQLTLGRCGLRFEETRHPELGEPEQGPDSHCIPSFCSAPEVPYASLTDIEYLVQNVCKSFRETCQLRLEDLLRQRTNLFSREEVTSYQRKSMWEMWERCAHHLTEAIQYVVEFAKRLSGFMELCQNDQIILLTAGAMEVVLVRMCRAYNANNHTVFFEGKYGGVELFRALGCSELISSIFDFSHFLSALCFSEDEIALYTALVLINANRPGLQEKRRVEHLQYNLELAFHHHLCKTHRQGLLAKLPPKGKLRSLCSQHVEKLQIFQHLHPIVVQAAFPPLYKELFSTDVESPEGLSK
#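 Luminescence from a UAS-regulated Photinus luciferase reporter in stably transfected Drosophila Schneider cells is measured; decreased signal marks ROR gamma inhibition. Fusion expression is induced by 700 uM copper sulfate for 20 hr.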
# PKM2 activator – qHTS Assay for Activators of Human Muscle isoform 2 Pyruvate Kinase; purified PKM2, Kinase-Glo ATP luminescence, activation; response scale: 0% is enzyme alone, no compound; Potency, µM (highest dose often 57.5 µM), inactives show at the top dose activation, usual class: activators; 260,000 compounds, 0.34% hits; note: potency is the fitted concentration of half-maximal effect; % is set by controls: 0 for no effect and ±100 for the full control effect; nearly all actives have a fitted effect of over 55% in size
#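 Purified hPK-M2 (>95% pure) converted ADP (0.1 mM final) to ATP with 0.5 mM PEP in 50 mM imidazole pH7.2, KCl, MgCl2, Tween 20, BSA; 1 h at room temperature. ATP detected by Kinase-Glo luminescence.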
# FLuc modulator – qHTS profiling assay for firefly luciferase inhibitor/activator using purifed enzyme and Km concentrations of substrates (counterscreen for miR-21 project); purified FLuc, Km substrates, luminescence inhibition; Potency, µM (highest dose often 57.5 µM), for the others: at the highest dose activity change, negative = inhibition, actives largely listed as inhibitors; 360,000 compounds, 6.9% hits; AID 588342, 2011;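 note: potency is the fitted concentration of half-maximal effect; plate controls were vehicle for no effect and reference inhibitor for full effect; nearly all actives have a fitted effect of over 55% in size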
#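 Purified P. pyralis luciferase, 10 nM final, with Km-level 10 uM D-luciferin and 10 uM ATP in 50 mM Tris acetate pH 7.5, 10 mM Mg acetate, 0.01% Tween-20, 0.05% BSA; 6-point qHTS titration about 60 µM downward; luminescence read.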
# ELG1 genotoxic – qHTS screen for small molecules that induce genotoxicity in human embryonic kidney (HEK293T) cells expressing luciferase-tagged ELG1; HEK293T ELG1-luciferase reporter, luminescence, 16 h; AID 504466, 2011; Potency, µM (titrated, usually from 46 µM), for inactives: at the highest dose activity change, positive = activation, most hits filed as activators; 330,000 compounds, 1.3% hits; note: potency is the fitted concentration of half-maximal effect; % of control where 0% means no effect; nearly all actives have a fitted effect of over 60% in size
#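 Reporter readout depends on ELG1 protein level, which increases with genetic stress. After 16 hr compound exposure at 37 °C, luciferase activity was quantified using ONE-Glo.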
# Giardia killer – Small Molecules that selectively kill Giardia lamblia: qHTS. Giardia lamblia trophozoite viability. activity change, % at 7.66 µM, hits read low. 340,000 compounds, 0.15% hits; in the data active = activity change below about -80%; inconclusive = between about -30% and that limit;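 note: parasites exposed to compound for two days anaerobically before the ATP read; % is set by controls: 0 for no effect and ±100 for the full control effect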
#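 Trophozoite viability was measured as ATP-dependent luminescence, read 15-30 min after reagent addition. Before that, parasites at 100 cells/well were exposed to compounds for 48 h, anaerobically, at 37 deg C.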
# Menin-MLL TR inh – qHTS Assay for Inhibitors Targeting the Menin-MLL Interaction in MLL Related Leukemias: Competition With Texas Red Labeled MLL-derived Mutant Peptide | O00255 | Menin + Texas Red MLL mutant peptide, fluorescence polarization | Potency, µM (series often up to 61.6 µM), inactives show at the top dose FP activity change, negative = inhibition, most hits filed as inhibitors | 270,000 compounds, 0.23% hits; active = well fitted inhibition curve with a large enough effect in the polarisation, with a control signal flat, not every such curve was filed as active; inconclusive = small, poorly fitted or top-dose-only effect, or effect the other way, or a change in a side signal; inactive = no such curve, though single readings can be large or run the other way; the % refers to the polarisation; note: potency is the fitted concentration of half-maximal effect; % of control where 0% means no effect; many of its hits are not listed in these tables
# Target sequence (O00255 whole entry, looked up): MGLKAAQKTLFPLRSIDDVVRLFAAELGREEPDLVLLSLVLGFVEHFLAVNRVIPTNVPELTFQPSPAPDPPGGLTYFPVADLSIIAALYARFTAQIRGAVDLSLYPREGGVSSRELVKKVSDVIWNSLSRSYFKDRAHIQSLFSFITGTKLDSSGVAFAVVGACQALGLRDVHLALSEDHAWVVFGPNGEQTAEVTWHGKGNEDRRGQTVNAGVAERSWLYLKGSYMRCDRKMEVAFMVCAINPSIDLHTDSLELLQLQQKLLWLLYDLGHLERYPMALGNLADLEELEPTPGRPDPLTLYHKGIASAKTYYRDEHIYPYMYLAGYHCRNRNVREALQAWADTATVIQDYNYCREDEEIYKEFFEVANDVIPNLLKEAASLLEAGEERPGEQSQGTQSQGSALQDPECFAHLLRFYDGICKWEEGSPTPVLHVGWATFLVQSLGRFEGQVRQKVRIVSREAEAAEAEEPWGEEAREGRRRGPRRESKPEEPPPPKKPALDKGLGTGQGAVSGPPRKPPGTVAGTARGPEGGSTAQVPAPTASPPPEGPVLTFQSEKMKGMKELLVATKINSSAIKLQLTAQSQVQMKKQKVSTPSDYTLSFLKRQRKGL
# Numbers without * were called inactive; ? = inconclusive; / = no result given; & = joins results of further samples; [ ] = dose if it differs, or a comment. Unless noted, calls come from the whole dose curve; as a rule, active = well fitted curve in the direction sought with a large enough effect; inconclusive = small, poorly fitted or top-dose-only effect, or another doubt; inactive = no such curve, though single readings can be large; an effect the other way counts as inactive or inconclusive. Some of the compounds tested (hit frequency here may not be typical).
No. | molecule | Rab9 promoter act | NPC1 promoter act | p53 reactivator | Gal4-VP16 FLuc | BRCA1 expr act | RORgamma inh
1 | C(=C\c1nc(N2CCCCCC2)c2ccccc2n1)/c1ccccc1 | 7% | -1% | ? | -16% | -66% | ?
2 | O=C(NC(Cc1c[nH]c2ccccc12)C(=O)O)c1ccc2c(c1)OCO2 (configuration not stated) | 2% | -4% | 14% | 6% | 0% | 2%
3 | COc1ccc(CCC(=O)N(C)CC(=O)Nc2cc(C)ccc2C)cc1 | -4% | -3% | 3% | -12% | 0% | 6%
4 | O=C(O)C1CCCN(S(=O)(=O)c2cccs2)C1 (configuration not stated) | 3% | -6% | 4% | -2% | 0% | -6%
5 | COc1ccc(C2CC(=O)c3cnc(N4CCc5ccccc54)nc3C2)cc1OC (configuration not stated) | -3% | 0% | -1% | 6% | / | 9%
6 | COc1ccc(C(=O)COC(=O)c2ccco2)cc1 | 3% | ? | 24% | ? | 20% | 2%
7 | COc1cccc(C(=O)NOCc2ccc(C)cc2)c1OC | 13% | 2% | ? | / | 33% | /
8 | O=C(Nc1ccc(F)cc1)Nc1ccc2c(c1)CCC2 | 2.2µM* | 2.5µM* | ? | 8% | ? | 14%
9 | Cc1ccccc1C(=O)N1CCN=C1SCc1ccc([N+](=O)[O-])cc1 | 1% | -7% | 16% | ? | -43% | 25%
10 | Cc1cc(-c2n[nH]c(=S)n2-c2ccc(F)cc2)nn1C | 0% | 0% | -2% | 1%[10 µM] | 0% | -22%

No. | PKM2 activator | FLuc modulator | ELG1 genotoxic | Giardia killer | Menin-MLL TR inh
1 | 1% | 8.5µM* | 0% | 3 | 2%
2 | / | ? | 1% | 34[activator] | -4%
3 | 2% | 6% | -2% | -9 | 1%
4 | 4% | 1% | 4% | 14 | -1%
5 | 0% | -1% | -3% | / | /
6 | -14% | 1.1µM* | ? | 6 | 6%
7 | / | ? | 7% | 1 | /
8 | -2% | ? | ? | -18 | /
9 | 0% | -1% | -12% | -7 | 0%
10 | 7% | 2% | 0% | 11 | 2%

# (further entries)
No. | molecule | Rab9 promoter act | NPC1 promoter act | p53 reactivator | Gal4-VP16 FLuc | BRCA1 expr act | RORgamma inh
11 | CCOC(=O)c1c[nH]n2c(=O)cc(C)nc12 | -2% | 3% | -3% | -2% | -8% | 3%
12 | CCC(=O)Nc1cnc(NC(=O)c2cccc(F)c2)cc1C | 0.71µM* | 1.6µM* | ? | ? | ? | ?
13 | CCOc1ccc(NC2c3ccccc3C(=O)N2c2ccc(Cl)cn2)cc1 (configuration not stated) | 2% | -1% | ? | 27% | 75% | ?
14 | O=C(NC1(C(F)(F)F)N=C2SCCN2C1=O)C1CCCCC1 (configuration not stated) | 0% | 2% | -6% | -1% | -2% | -14%
15 | O=C(CCc1c[nH]c2ccccc12)NCCc1ccccc1 | 13% | 4% | 6% | -8% | 1% | -8%
16 | C#CCn1c(=NC(=O)c2cccs2)sc2cccc(OCC)c21 | -1% | -1% | 4% | -3% | -12% | -24%
17 | COc1ccc(S(=O)(=O)NCC(c2cccnc2)N2CCN(c3ccccc3)CC2)cc1C (configuration not stated) | 4% | 7% | 7% | -9% | 5% | ?
18 | COc1ccc(CCN2C(=O)C3CC(C)=C(C)CC3C2=O)cc1OC (configuration not stated) | 5% | -1% | -4% | 11% | -2%[1.84 µM] | 1%
19 | Cc1c(C(=O)O)sc2c1c(=O)n(Cc1ccccc1)c(=O)n2C | 1%[1.84 µM] | -3% | -1% | -6% | -8% | -1%
20 | COc1ccc(C2c3c(ncn(CCCO)c3=N)Oc3ccc4ccccc4c32)cc1 (configuration not stated) | -5% | -5% | 2% | -16% | -47% | -28%

No. | PKM2 activator | FLuc modulator | ELG1 genotoxic | Giardia killer | Menin-MLL TR inh
11 | -8% | 0% | -2% | 1 | /
12 | -24% | 9.5µM* | ? | -6 | 10%
13 | 5% | 0% | 7% | -11 | 8%
14 | -2% | 2% | 2% | 9 | -9%
15 | / | -12% | 2% | 2 | 6%
16 | -1% | 4% | ? | 32[activator] | -22%
17 | -1% | 6% | -6% | 14 | -1%
18 | 1% | 1% | -4% | 7 | -8%
19 | / | -2% | -12% | -3 | -22%
20 | 15% | 5% | 2% | -13 | /

# Following part.
No. | molecule | Rab9 promoter act | NPC1 promoter act | p53 reactivator | Gal4-VP16 FLuc | BRCA1 expr act | RORgamma inh
21 | Cc1cccc(NC(=O)c2cccc3c2C(=O)c2ccccc2-3)c1 | 12% | 15% | 2% | -28% | -59% | -39%
22 | CC(C(=O)Nc1nnc(C2CC2)s1)N1C(=O)C2CC=CCC2C1=O (configuration not stated) | 2% | 0% | -8% | / | 3% | /
23 | CCOc1ccc(N2C(=O)CC(N3CCC(O)(c4ccc(Br)cc4)CC3)C2=O)cc1 (configuration not stated) | 0% | -1% | -3% | -24% | -24% | 33%
24 | CCc1ccc(NC(=O)CSc2nc3ccccc3nc2N2CCCCC2)cc1 | 13% | -5% | 26% | -13% | 18% | -1%
25 | O=C(Nc1ccc(C(=O)O)cc1)/C(=C\c1cccc([N+](=O)[O-])c1)NC(=O)c1ccc(Br)o1 | -2% | -1% | -1% | 2% | 0% | 9%
26 | Cc1[nH]nc2c1C1(CCOC1C)C(C#N)=C(N)O2 (configuration not stated) | / | / | / | -4% | 3% | 5%
27 | COc1ccc(NC(=O)CSc2nc3ccc(OC)cc3[nH]2)cc1 | 6% | 2% | -1% | 20% | -1% | ?
28 | Cc1ccc[n+](CC(=O)Nc2ccc(N(C)C)cc2)c1 | 6% | -3% | 18% | 0% | -7% | -10%
29 | Cc1c(NC(=O)c2ccc(COc3ccc4ccccc4c3)o2)c(=O)n(-c2ccccc2)n1C | ? | 22% | 0% | 7% | 48% | 22%
30 | COc1ccccc1NC(=O)Cn1nnc(-c2ccccc2NC(=O)c2ccco2)n1 | -32%[inhibitor] | -32%[inhibitor] | 3% | ? | -31% | -25%

No. | PKM2 activator | FLuc modulator | ELG1 genotoxic | Giardia killer | Menin-MLL TR inh
21 | -11% | -7% | 0% | -20 | /
22 | / | 3% | -2% | 16 | /
23 | -1% | 0% | -7% | -15 | -2%
24 | 3% | ? | 20% | 25 | -10%
25 | -1% | 2% | 11% | 16 | 5%
26 | 4% | -2% | / | -17 | 7%
27 | 21% | ? | -5% | -1 | /
28 | -4% | -5% | -8% | -17 | 1%
29 | -8% | ? | 7% | -1 | 4%
30 | -4% | 1% | ? | 6 | -12%

# Later entries:
No. | molecule | Rab9 promoter act | NPC1 promoter act | p53 reactivator | Gal4-VP16 FLuc | BRCA1 expr act | RORgamma inh
31 | CCOc1cccc(-c2nn3c(-c4cc(C)[nH]n4)nnc3s2)c1 | -5% | -1% | -2% | -5% | -69%&14% | 13%
32 | FC(F)(F)c1ccccc1CN1CCN(C2CCCCCC2)CC1 | 1% | 1% | -18% | 3% | -6% | -18%
33 | CC(C)c1nnc(NC(=O)CCC(=O)NCc2ccc3c(c2)OCO3)s1 | -1% | -2% | 0% | 3% | 0% | -3%
34 | O=C(O)CCC(=O)N1CCN(c2ccccn2)CC1 | 10% | -2% | -1% | -1% | -3% | -21%
35 | Cc1cc(C)cc(NC(=O)CN2CCc3ccccc3C2)c1 | 1% | 1% | 2% | -11% | -29% | -16%
36 | COc1ccc(N(C(=O)C(C)C)S(=O)(=O)c2cccc3cccnc23)cc1 | -1% | 1% | -3% | -4% | -16% | -1%

No. | PKM2 activator | FLuc modulator | ELG1 genotoxic | Giardia killer | Menin-MLL TR inh
31 | -2% | -5% | 0% | 3&19 | ?
32 | -3% | 2% | -8% | 10 | -16%
33 | 0% | 0% | 5% | -4 | -23%
34 | 1% | 3% | -1% | -1 | 10%
35 | 1% | -1% | -1% | -12 | ?
36 | 1% | 2% | 0% | 26 | 9%

# An excerpt from above, limited to Gal4-VP16 FLuc.
no. | SMILES | Gal4-VP16 FLuc
33 | CC(C)c1nnc(NC(=O)CCC(=O)NCc2ccc3c(c2)OCO3)s1 | 3%
34 | O=C(O)CCC(=O)N1CCN(c2ccccn2)CC1 | -1%
35 | Cc1cc(C)cc(NC(=O)CN2CCc3ccccc3C2)c1 | -11%
